SV40 large T antigen – SV40 large T antigen inhibitors, biochemical (AID 1903); SV40 large T antigen ATPase/helicase inhibition assay; higher % means a stronger effect; inhibition, % at 20 µM, or IC50 in µM where a hit was titrated; 310,000 tested, 0.39% active; in the data active = a potency from the dose series; inconclusive = inhibition mostly from about 32% at the one dose, without a potency; inactive = the rest, 99 in 100 with inhibition below about 32%; also: strong numbers were not always called active
NTR1 agonist – NTR1-driven beta-arrestin-GFP spot formation – imaging, U2OS cells, high content, primary screen (AID 493036); P30989; agonist mode; activation, % at 20 µM; 330,000 tested, 0.17% active;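 active = activation at or above 40% of the spot to cytoplasm intensity ratio, with at least 20 cells analyzed; inconclusive = wells under 20 cells, flagged as cytotoxic or low count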;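 also: 0% = DMSO without peptide and 100% = 100 nM NTR1 peptide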
Target sequence (P30989 whole entry, looked up): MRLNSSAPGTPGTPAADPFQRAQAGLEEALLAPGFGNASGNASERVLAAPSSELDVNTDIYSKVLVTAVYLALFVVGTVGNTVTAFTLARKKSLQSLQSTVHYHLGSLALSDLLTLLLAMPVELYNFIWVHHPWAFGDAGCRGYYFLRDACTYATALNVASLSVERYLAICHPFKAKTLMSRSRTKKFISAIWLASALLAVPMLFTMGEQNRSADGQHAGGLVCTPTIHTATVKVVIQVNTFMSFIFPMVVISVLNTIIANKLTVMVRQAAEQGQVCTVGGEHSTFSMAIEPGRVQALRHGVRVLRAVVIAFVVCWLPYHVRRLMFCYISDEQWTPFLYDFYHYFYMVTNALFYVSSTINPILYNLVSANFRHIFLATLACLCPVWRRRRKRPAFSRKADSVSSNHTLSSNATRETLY
Dengue-2 NS5 capping – Dengue-2 NS5 methyltransferase inhibitors, primary screen, biochemical, confirmation dose response (AID 588689); Dengue-2 NS5 methyltransferase capping enzyme assay, biochemical; higher % means a stronger effect; inhibition, % at 25 µM, or IC50 in µM where a hit was titrated; 340,000 tested, 0.3% active; in the data active = a potency from the dose series; inconclusive = inhibition above about 29% without an active follow-up result
RSV CPE inhibition – inhibition of RSV-induced cytopathic effect – HEp-2 cells, primary 10 µM value included (AID 2391); one-dose CPE inhibition, % at 10 µM; IC50 in µM for titrated hits; HEp-2 cells, RSV-induced CPE inhibition; higher % means a stronger effect; 310,000 tested, 0.13% active; in the data active = a potency from the dose series; inconclusive = CPE inhibition mostly from about 23% at the one dose, without a potency; inactive = the rest, 99 in 100 with CPE inhibition below about 21%; also: strong numbers were not always called active
West Nile antiviral – West Nile virus antiviral activity, cell-based, CPE readout (AID 1621) | West Nile virus-infected cells, CPE inhibition; higher % means a stronger effect | CPE inhibition, % at 10 µM, or IC50 in µM where a hit was titrated | 290,000 tested, 0.02% active; in the data active = a potency from the dose series; inconclusive = CPE inhibition mostly from about 3.7% at the one dose, without a potency; inactive = the rest, 99 in 100 with CPE inhibition below about 2.2%; also: strong numbers were not always called active
K1F lysis inhibition – inhibition of K1F phage lysis, E. coli UTI89, bacterial capsule biogenesis inhibitors, alamar blue (AID 488966); E. coli UTI89 K1F phage lysis, alamar blue, 2 h; higher % means a stronger effect; 340,000 tested, 0.02% active; inhibition, % at 100 µM, or IC50 in µM where a hit was titrated;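 active = phage lysis inhibition, versus mean bacterial control, above a set limit; inconclusive = no clear call, values can overlap the other calls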;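 also: capsule biogenesis inhibitors block K1F phage lysis so surviving cells raise fluorescence; higher fluorescence means more inhibition of phage lysis; actives were called in the ten point dose series up to 300 µM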
Rac1 GTP hydrolysis – MgcRacGAP GTPase-activating activity inhibitors, confirmation, biochemical, ADP Hunter fluorescence | 340,000 tested, 0.6% active | MgcRacGAP-stimulated Rac1 GTP hydrolysis, ADP Hunter fluorescence; higher % means a stronger effect; GST-tagged Rac1 F28L mutant substrate | inhibition, % at 30 µM; hits with a dose series show IC50 in µM | AID 624330;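 active = first-screen hits whose inhibition reached a set limit at any dose in the follow-up dose series; inconclusive = inhibition above the set first-screen limit but never retested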;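 also: fluorescence reports GDP produced by GAP-driven GTP hydrolysis; strong numbers were not always called active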
T cell HTS – T cell immune modulators affecting CD8 T cell-vesicle binding. 2C CD8+ T cell-vesicle binding, flow cytometry; stronger effect = lower value. 330,000 tested, 0.068% active. calls only at 7 µM. AID 2052;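 active = response, share of CD8 T cells binding vesicles, and their 90th percentile fluorescence all below set limits, cut at about 80% in these data, passing the limit was not always enough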
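Read-out – percent CD8+ FL2 mean versus row control · System – murine 2C transgenic CD8+ T lymphocytes · Times – 1.5 h cell–vesicle binding at 37 °C, then 20 min icy labelling · Control set – naked vesicles low, QL9 vesicles with vehicle high · Detection – cytometric PE anti-B7-1 and Alexa647 anti-CD8 signals after 1% paraformaldehyde fixation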
PhoP inhibition – inhibitors of PhoP regulon expression, primary screen, Salmonella Typhimurium, GFP reporter (AID 1863); S. Typhimurium PhoP-regulated promoter GFP reporter, 4 h; higher % means a stronger effect; inhibition, % at 50 µM, or IC50 in µM where a hit was titrated; 300,000 tested, 0.16% active;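 active = inhibition over 29.93%, a cutoff 3 SD above the screen mean, later confirmed by dose response; inconclusive = inhibition over 29.93% but no dose response follow-up; inactive = inhibition at most 29.93% or unconfirmed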;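 also: 0% = low Mg2+ inducing control and 100% = high Mg2+ repressing control; strong numbers were not always called active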
T cell HTS vesicle-bound % – second read-out of T cell HTS, no call of its own (marks repeat the call); double positive events, %; measured here: CD8+ vesicle-bound cell fraction;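 binding gate set so that unloaded-vesicle control wells show 10% double positive cells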
NTR1 agonist cell count 20 µM – also measured in NTR1 agonist; calls as there; cell count; measured here: cell count, cytotoxicity flag
Dengue-2 NS5 capping pilot replicate – second read-out of Dengue-2 NS5 capping, no call of its own (marks repeat the call); inhibition, %; measured here: pilot screen replicate inhibition
* hit, by the source's call; i = inactive; ? = inconclusive; . = no result given; + = active, no number; [ ] = another dose, or the depositor's remark.

SMILES	SV40 large T antigen	NTR1 agonist	NTR1 agonist cell count 20 µM	Dengue-2 NS5 capping	RSV CPE inhibition	West Nile antiviral	K1F lysis inhibition	Rac1 GTP hydrolysis	T cell HTS	T cell HTS vesicle-bound %	PhoP inhibition	others
O=C(CN(Cc1ccccc1)S(=O)(=O)c1ccc2c(c1)OCCO2)Nc1ccc2c(c1)OCCO2	-4%	0.4	57	3%	1.4%	0.3%	0.1%	7%	i	8	-9%
CCOC(=O)C1CCN(C(=O)CNC(=O)c2nn(-c3ccc(OC)cc3)c(=O)c3ccccc23)CC1	5%	-0.5	42	-2%	0.1%	0.3%	0.0%	3%	i	54	-8%
Cc1cccn2c(=O)c3cc(C(=O)NC4CCCCCC4)sc3nc12	6%	3.9	35	-2%	4.2%	-0.1%	0.3%	0%	i	20	-1%
CCOC(=O)C1(CCc2ccccc2)CCN(C(=O)CN2C(=O)CSC2=O)CC1	-2%	1.2	69	3%	-0.5%	0.2%	-1.6%	6%	i	14	-3%
Cc1cc(SCC(=O)Nc2c(C)n(C)n(-c3ccccc3)c2=O)nc2ccccc12	18%	1.5	64	0%	1.4%	0.0%	0.2%	7%	i	65	-6%
CCCC(=O)Nc1ccc(Oc2ccc(NC(=O)CCC)cc2)cc1	3%	2.2	74	-2%	2.6%	-0.6%	0.5%	1%	i	21	0%
Cc1ccccc1Oc1nc2c(C)cccn2c(=O)c1/C=C(\C#N)C(=O)Nc1c(C)n(C)n(-c2ccccc2)c1=O	11%	5.2	60	-31%	19%	-0.6%	4.7%	12%	i	24	7%
COc1ccc(C2COC(=O)C2=N)c(NC(=O)c2ccc(Cl)cc2)c1 (stereo not given)	-1%	-1.7	54	2%	1.1%	-0.8%	0.3%	5%	+	.	29%
COc1cccc(CNC(=O)CCC2CCCN(C(=O)c3ccc(OC)o3)C2)c1 (stereo not given)	10%	-0.1	62	-8%	-0.7%	0.9%	2.5%[50 µM]	4%	i	36	-7%
COC(=O)c1ccc(NC(=O)CSc2nnnn2C2CCCCC2)cc1	6%	0.6	82	3%	4.5%	-0.3%	0.4%	-2%	i	41	-3%
CCCN(CC1CCCO1)C(=O)CCc1nnc(-c2cc(C)on2)o1 (stereo not given)	-3%	1.7	33	-3%	3.7%	-0.4%	0.3%	2%	i	0	-1%
Cc1nn(CC(=O)Nc2ccncc2)c(C)c1[N+](=O)[O-]	6%	-1.1	68	-3%	0.6%	0.8%	2.8%[50 µM]	11%	i	61	-6%
CC(C)c1ccc(NC(=O)NN2CCOCC2)cc1	5%	-0.8	32	-10%	1.4%	0.3%	-0.8%	2%	i	21	-6%
C=CCNc1nc(NCCN2CCOCC2)nc(N2CCOCC2)n1	-1%	-1.3	88	-7%	3.5%	-0.3%	0.4%	5%	i	38	-4%
O=C(Nc1ccccc1)C1CCCN1C(=O)NCc1ccccc1 (stereo not given)	-2%	-1.5	37	-5%	-1.1%	0.3%	1.3%	2%	i	42	-4%
O=C(CSc1ncccn1)N1CCN(Cc2ccccc2)CC1	1%	-3.0	91	-1%	0.2%	-0.1%	0.0%	9%	i	52	1%
COC(=O)c1ccccc1NC(=O)CSc1nnc(C(CO)NC(=O)c2ccccc2Cl)n1C (stereo not given)	0%	0.9	78	-16%	0.2%	-0.3%	10%	10%	i	16	6%
O=C(O)C1CCN(C(=O)CSc2nc3ccccc3c(=O)n2-c2ccc(Cl)cc2)CC1	7%	-0.4	33	-2%	0.3%	0.1%	0.0%	3%	i	29	3%
FC(F)(F)c1ccc(CSc2nccn2-c2ccccc2)cc1	0%	1.8	54	-4%	2.8%	0.9%	0.2%	9%	i	47	9%
O=C(OCC(=O)N(C1CCCCC1)C1CCCCC1)c1ccccc1O	15%	7.4	90	-3%	1.4%	-1.0%	0.0%	8%	i	56	-8%
CCC1(c2ccc(F)cc2)NC(=O)N(CC(=O)Nc2ccc3c(c2)OCCO3)C1=O (stereo not given)	.	-1.1	58	1%	.	.	0.7%[50 µM]	5%	i	52	.
N=c1n(CC(=O)c2ccc([N+](=O)[O-])cc2)c2ccccc2n1Cc1ccccc1	11%	1.0	72	5%	14%	-0.8%	0.1%	13%	i	11	39%
CCc1cc(=O)oc2cc3oc(C)c(C)c3cc12	8%	2.5	84	2%	4.9%	-0.7%	0.4%	2%	i	49	15%
CCOc1ccccc1C(=O)NCCCCNC(=O)c1ccccc1OCC	11%	2.9	60	5%	0.9%	.	0.6%	4%	i	46	.
C=CCn1c(=O)c(C(=O)Nc2ccccc2C)c(O)c2ccccc21	.	6.0	73	-15%	.	-1.6%	-1.5%	-18%	.	.	.
Clc1ccc(CON/C=N/c2ncnc3sccc23)c(Cl)c1	-3%	1.5	39	-6%	1.8%	-0.4%	0.3%	11%	i	47	6%
O=C(Nc1ccc(Cl)c(Cl)c1)N(CCCN1CCOCC1)Cc1cccnc1	13%	-2.0	44	-6%	-2.3%	-0.2%	0.2%	-1%	i	27	-7%
Cc1ccc(NC(=O)c2ccc(F)cc2)nc1	10%	-1.2	72	-12%	-0.8%	1.2%	0.2%	11%	i	36	-6%
COCCNC(=O)C(c1ccc(F)cc1)N(C(=O)CCC(=O)Nc1ccccn1)c1ccc(C)cc1 (stereo not given)	2%	-1.6	55	1%	0.6%	-0.3%	-0.2%	10%	i	23	5%
COc1ccc(C(C)=NNC(=O)c2cccc(S(=O)(=O)N3CCCC3)c2)cc1	.	-0.9	50	-6%	.	.	-5.0%	8%	i	32	.
CC(C)Cc1nnc(NC(=O)C2CCCC2)s1	7%	0.7	49	0%	1.3%	0.7%	0.1%	-2%	i	43	1%
C=CCc1c(C)nc(SC(C)C)[nH]c1=O	0%	-2.3	58	-1%	1.4%	-0.1%	0.1%	8%	i	43	-2%
CCCS(=O)(=O)c1c(S(=O)(=O)CCC)c2ccc(C(N)=O)cn2c1C(=O)c1ccccc1	6%	0.4	78	-7%	2.1%	-0.7%	0.2%	4%	i	55	2%	Dengue-2 NS5 capping pilot replicate=-4.0
Cc1cc(C)n(Cc2ccc(C(=O)O)o2)n1	3%	-0.7	32	-3%	-0.8%	0.5%	0.3%	9%	i	47	-11%
Cc1ccc(S(=O)(=O)N(C)C)cc1NC(=O)COC(=O)CCNS(=O)(=O)c1ccccc1	.	-0.5	74	4%	.	.	0.6%[50 µM]	2%	.	.	.
COc1ccc(CNS(=O)(=O)c2csc(C(N)=O)c2)cc1OC	1%	-0.4	67	-2%	.	0.1%	0.2%	11%	i	15	16%
Oc1ccc(Nc2nc3ccccc3nc2Nc2ccc(O)cc2)cc1	35%	-0.6	87	-39%	-2.8%	?	-1.1%	?	i	42	14%
O=C(CCc1nc(-c2ccccc2F)no1)NCCN1CCOCC1	3%	0.8	51	-6%	-0.1%	-0.1%	0.6%	8%	i	52	-11%
Cc1ccc(C2CC(=O)C(C=NCCN3CCN(C(=S)Nc4ccc(F)cc4)CC3)=C(O)C2)cc1 (stereo not given)	9%	0.1	52	-4%	0.9%	-0.1%	-0.2%	9%	i	61	-2%
Cc1ccc(Cl)cc1N1CCN(Cc2nnnn2Cc2ccco2)CC1	12%	.	.	-3%	14%	.	4.1%	7%	i	46	9%
CCOC(=O)N1CCN(C(=S)NC(=O)c2c(-c3c(Cl)cccc3Cl)noc2C)CC1	7%	2.0	74	-2%	-1.1%	-0.5%	0.1%	-1%	i	61	4%
CC[C@]12c3[nH]c4ccc(OC)cc4c3CCN1C(=O)C(CC(=O)NCCc1ccccn1)C[C@@H]2C(=O)N1CCN(C(=O)C2CC2)CC1 (stereo not given in full)	.	0.0	62	5%	.	.	0.1%	5%	.	.	.
O=C(c1cnn2c(C(F)(F)F)cc(-c3cccs3)nc12)N1CCCC1	8%	3.5	54	-5%	2.8%	0.8%	0.0%	5%	i	15	-3%
COc1ccc(Cl)cc1C(=O)NCCCn1ccnc1	-3%	0.6	60	-6%	2.1%	-0.6%	0.1%	-3%	i	49	8%
COc1ccc(CNC(=S)Nc2ccccc2)cc1	3%	0.2	54	-10%	0.6%	-0.3%	0.0%	7%	i	40	-12%
CCCN(C(=O)COC(=O)c1nc2nc(C)cc(C)n2n1)C1CCS(=O)(=O)C1 (stereo not given)	.	-0.4	54	-3%	0.1%	.	0.8%[50 µM]	3%	i	39	.
CNc1nc2[nH]c(=O)c3c(c2s1)OC(N)=C(C#N)C3c1ccccc1 (stereo not given)	4%	0.3	46	-11%	0.0%	0.8%	8.7%	8%	i	43	-21%
O=C1CN(S(=O)(=O)c2cccc(Cl)c2Cl)c2ccccc2N1	25%	0.8	42	-1%	2.7%	0.1%	-0.3%	5%	i	13	0%
CN(C)C1=NCCN1CCCCc1ccccc1	9%	-3.4	110	-5%	1.2%	.	3.4%	3%	i	24	.
Cc1ccc(OCC(=O)N(c2ccccn2)C2CCCCC2)c(C)c1	9%	0.9	37	4%	0.6%	-1.7%	2.0%	-3%	i	45	8%
CCOc1ccc(Nc2nc(Cc3nnc(SCC(=O)NC4CCCCC4)n3C)cs2)cc1	7%	1.0	43	-3%	4.1%	-0.1%	1.4%	11%	i	26	-2%
CC(=O)Nc1ccc(SCC(=O)Nc2cc(C)on2)cc1	6%	-1.3	58	1%	0.4%	0.6%	0.5%	11%	i	46	-6%
COC(=O)c1c([N+](=O)[O-])c(OC)c(OC)c(OC)c1[N+](=O)[O-]	3%	-1.1	34	-2%	1.9%	1.6%	0.8%	5%	i	23	1%
CC1CCc2cc(F)ccc2N1C(=O)CCl (stereo not given)	6%	.	.	-4%	.	0.2%	0.1%	4%	.	.	-2%
O=C(COC(=O)Cc1ccccc1F)Nc1ccc(F)cc1F	12%	0.7	43	-5%	0.7%	0.4%	0.1%	1%	i	46	4%

Source: PubChem
